Assay outcomes: PubChem BioAssay, several laboratories
KCNK3 block: human KCNK3 channel inhibition, primary screen; AID 602410; 0.84% of 340,000 active; B-score at 10 µM; O14649; CHO-KCNK3 thallium flux, FluxOR fluorescence; hits give low values;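 active = B-score under library mean minus 4 SD, starting fluorescence ratio at most library mean plus 5 SD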;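 also: more negative B-score means stronger inhibition of thallium flux through KCNK3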
DYRK1A inh: blocks rat Dyrk1A kinase activity | ADP-Glo luminescence, NFATc1 peptide | Q63470 | 0.43% of 310,000 active | inhibition, % at 12.5 µM; in the data active = inhibition above about 50%;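 also: plate controls were vehicle with enzyme for no effect and no enzyme for full effect; many of its hits are not listed in these tables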
* hit, by the source's call; i = inactive; . = not tested or not shown.

DYRK1A inh	KCNK3 block	mol
.	i	CCOc1ccccc1C(N)=O
.	i	CCCCCCO
6.3	i	CC(=O)c1ccc2c(c1)N(CCCN(C)C)c1ccccc1S2
-2.4	i	COc1ccc(C(=O)CC(=O)c2ccc(C(C)(C)C)cc2)cc1
4.3	i	CN1CCN(C(c2ccccc2)c2ccccc2)CC1
-1.5	i	CC(=O)c1ccc(S(=O)(=O)NC(=O)NC2CCCCC2)cc1
0.4	i	CC(=O)Nc1ccc(C(=O)O)cc1
1.8	i	CCOC(=O)c1ccc(N)cc1
4.7	i	CC(=O)OCC1=C[C@@H]2OC(=O)C3=CO[C@@H](O[C@@H]4O[C@H](CO)[C@@H](O)[C@H](O)[C@H]4O)[C@H]1[C@@H]32
-0.9	i	CC(C(=O)O)c1ccc(C(=O)c2cccs2)cc1 (stereo unspecified)
4.4	i	CCCNC(C)C(=O)Nc1c(C)csc1C(=O)OC (stereo unspecified)

Part of the list above, set out differently:
Results follow in this order: DYRK1A inh, KCNK3 block
CCOc1ccccc1C(N)=O
 : ., i
CC(C(=O)O)c1ccc(C(=O)c2cccs2)cc1 (stereo unspecified)
 : -0.9, i

4 entries picked at random from those above:
DYRK1A inh	KCNK3 block	mol
-1.5	i	CC(=O)c1ccc(S(=O)(=O)NC(=O)NC2CCCCC2)cc1
-2.4	i	COc1ccc(C(=O)CC(=O)c2ccc(C(C)(C)C)cc2)cc1
6.3	i	CC(=O)c1ccc2c(c1)N(CCCN(C)C)c1ccccc1S2
.	i	CCCCCCO

A portion of the library (hit frequency here may not be typical).
